# CHT inh – inhibitors of human choline transporter CHT. 310,000 tested, 0.86% active. CHT-expressing cells, membrane potential dye, choline response; hits give low values. B-score at 10 µM. Q9GZV3;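 active = B-score over 3 SD under the library average, and starting fluorescence ratio not unusually high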;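 note: choline stimulus applied at its EC90 after an EC20 pre-addition; B-score computed on integrated fluorescence ratio after choline addition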
# Target sequence (Q9GZV3 whole entry, looked up): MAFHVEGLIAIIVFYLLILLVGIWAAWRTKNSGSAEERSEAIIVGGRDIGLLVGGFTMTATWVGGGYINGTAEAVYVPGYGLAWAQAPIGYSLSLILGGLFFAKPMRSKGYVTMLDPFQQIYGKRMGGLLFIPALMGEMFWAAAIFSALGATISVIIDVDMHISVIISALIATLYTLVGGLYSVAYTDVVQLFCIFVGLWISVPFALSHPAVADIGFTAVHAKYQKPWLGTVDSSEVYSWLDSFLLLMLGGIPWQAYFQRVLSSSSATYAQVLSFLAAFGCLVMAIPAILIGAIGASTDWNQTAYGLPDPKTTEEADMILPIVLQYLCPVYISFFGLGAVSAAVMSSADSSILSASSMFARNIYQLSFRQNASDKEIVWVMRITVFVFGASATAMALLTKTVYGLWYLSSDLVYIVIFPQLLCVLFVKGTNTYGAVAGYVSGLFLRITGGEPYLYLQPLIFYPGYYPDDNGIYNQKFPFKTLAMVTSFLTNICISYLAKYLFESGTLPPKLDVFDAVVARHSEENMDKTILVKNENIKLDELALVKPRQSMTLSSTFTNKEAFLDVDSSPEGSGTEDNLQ
# KCNQ2 block – KCNQ2 channel blockers in CHO-K1 cells – cell-based, FluxOR thallium flux, B-score, primary screen (AID 2156). O88943. 20 min; hits give low values. B-score at 10 µM. 310,000 tested, 1.1% active;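 active = fluorescence ratio B-score at most minus 3 library SDs, with starting brightness B-score within 2 library SDs, cut at about -5.5 in these data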
# Calls only; i = inactive; · = no result given.
SMILES,CHT inh,KCNQ2 block
CCC(=O)NC(=S)Nc1ccc(NC(=O)c2ccc([N+](=O)[O-])cc2Cl)cc1,i,i
CCOC(=O)COc1ccc(C(=O)NC2CCCCC2)cc1,i,i
O=C(CCC1CCCN(C(=O)CC2=CCCCC2)C1)N1CCN(c2ccccn2)CC1 (stereo not given),i,i
CCc1nnc(SCC(=O)NC2CCCCC2)nc1CC,i,i
CC1CCc2c(sc(NC(=S)NC(=O)c3ccccc3)c2C#N)C1 (stereo not given),i,i
COc1ccc(-c2nc(CS(=O)CC(=O)NC(C)CCc3ccccc3)c(C)o2)cc1OC (stereo not given),i,i
COc1ccc(NC(=S)N2CCC(N(C)CCN3CCOCC3)CC2)cc1,i,i
COc1ccc(OC)c(/C=C/C(=O)OCC(=O)Nc2ccc(Cl)c(S(=O)(=O)N(C)C)c2)c1,i,i
CCCCN(CC)CCCNC(=O)c1cn(C)c2ccc(S(=O)(=O)N(C)C3CCCCC3)cc2c1=O,i,i
COc1cc(OC)cc(-c2nc(-c3ccccc3)no2)c1,i,i
Cc1nccc(-c2ccc(-n3cnc4ccccc43)cc2)n1,i,i
C=CCN(C(=O)CCC(=O)Nc1cc(C)on1)C(C(=O)NC1CCCC1)c1ccc(CC)cc1 (stereo not given),i,i
CC(=O)c1cccc(NC(=O)C2CCN(C(=O)c3cccs3)CC2)c1,i,i
Cn1c(=O)c2c(nc(OCC3COC(C)(C)O3)n2Cc2ccccc2F)n(C)c1=O (stereo not given),i,i
CSc1nc(Oc2ccc(=O)[nH]n2)nc(N(C)C)n1,i,i
O=C(CNC(=O)N1CC(=O)Nc2ccccc21)NCc1ccccc1,i,i
COc1ccc(N(CC(=O)NC(C)(C)C)C(=O)c2ccco2)cc1,i,i
O=[N+]([O-])c1cc(S(=O)(=O)Nc2cccc(Cl)c2)ccc1N/N=C/c1ccc(N2CCOCC2)cc1,i,i
C/C(=N/N=C1\SCC(=O)N1c1ccccc1)c1ccc(C)cc1,i,i
COc1ccccc1OCCn1cc(/C=N/NC(N)=S)c2ccccc21,i,i
NS(=O)(=O)c1cccc(NC(=O)c2cccnc2Oc2ccccc2)c1,i,i
NCC(O)COCCC12CC3CC(CC(C3)C1)C2 (stereo not given),i,i
O=C(Nc1cccc(S(=O)(=O)Nc2ccc(Cl)cc2)c1)c1ccc(Cl)nc1,i,i
COc1ccc(Cl)cc1N(C)C(=O)CCNC(=O)Cn1cnc2ccccc2c1=O,i,i
CCC(C)NC(=O)CCCCCn1c(=O)[nH]c2cc(OC)c(OC)cc2c1=O (stereo not given),i,i
CCOc1cc(C(c2c(C)[nH][nH]c2=O)c2c(C)[nH][nH]c2=O)cc([N+](=O)[O-])c1O,i,i
COc1ccc(CCNC(=O)C(=O)NCC2CCCN2S(=O)(=O)c2ccccc2)cc1OC (stereo not given),i,i
C/C(N)=C(/C#N)C(=O)CSc1ncnc2ccccc12,i,i
Cc1ccc(N2CC(C(=O)OCC(=O)c3ccc(F)cc3)CC2=O)cc1 (stereo not given),i,i
O=C(O)c1ccc(N2CCN(Cc3ccc4c(c3)OCO4)CC2)c([N+](=O)[O-])c1,i,i
CC1(C)CC(C(CC(=O)N2CCCC2)Cc2ccccc2)CCO1 (stereo not given),i,i
CCc1ccc(-c2nc(CN3CCC(C(=O)NCCc4ccc(OC)c(OC)c4)CC3)c(C)o2)cc1,i,i
O=C(CCN1CCN(c2ccccc2)CC1)Nc1nccs1,i,i
NS(=O)(=O)c1cnccc1Nc1cccc(F)c1,i,i
COc1ccc(N2C(=O)c3ccccc3NC2(C)C)cc1,i,i
CSc1ccc(S(=O)(=O)N2CCC(C(=O)NCCN3CCOCC3)CC2)cc1,i,i
Cc1ccc(NC(=O)CN(C)C(=O)CSc2nnnn2C)cc1,i,i
Brc1ccc(-c2nnc3ccc(N4CCN(c5ccccc5)CC4)nn23)cc1,i,i
COc1ccc(-c2ccc(C(=O)C3CC3)cc2)cc1,i,i
COc1ccc(N/C=C\C(=O)c2ccc(C)cc2)cc1OC,i,i
Cc1sc2ncnc(NCc3cccnc3)c2c1C,i,i
Nc1c(-c2ccccc2)nnn1Cc1ccccc1,i,i
COc1cccc(C(=O)O/N=C(\C)c2cnccn2)c1,i,i
COc1ccc(OCCNc2c([N+](=O)[O-])c(=O)oc3ccccc23)cc1,i,i
Cn1c(N)c(C(=O)COC(=O)c2cc(-c3ccccc3)nc3ccccc23)c(=O)n(Cc2ccccc2)c1=O,i,·
CNC(=O)C12CC3CC(CC(Cl)(C3)C1)C2,i,i
O=C/C(=C\Nc1ccc(Cl)cn1)c1nc2ccccc2o1,i,i
COc1cccc(N2CCN(C(=O)/C=C/c3ccco3)CC2)c1,i,i
Cc1ccc(-c2nnc3n2N=C(c2ccccc2)CS3)cc1,i,i
Cc1ccc(CC(=O)NC2CCN(Cc3ccccc3)CC2)cc1,i,i
COc1ccc(OC)c(-c2csc(N(C)C(=O)c3ccco3)n2)c1,i,i
COc1ccc(CNC(=O)c2noc3c2CCCCC3)cc1,i,i
CC1=C(C(=O)O)N2C(=O)C(NC(=O)c3nn(C)c(C)c3Cl)C2SC1 (stereo not given),i,i
CCO[C@@H]1OC(C(=O)N2CCN(Cc3ccc4c(c3)OCO4)CC2)=C[C@H](c2cn(C(C)=O)c3ccccc23)[C@H]1CCCO,i,i
Cc1cccc(-n2c(SCC(=O)NCc3ccco3)nc3ccccc3c2=O)c1,i,i
COc1ccc(-c2noc3c2-c2nc(-c4ccc(Br)cc4)sc2CC3)cc1,i,i
O=[N+]([O-])c1ccc(-c2nc(NCc3cccnc3)c3ccccc3n2)cc1,i,i
CC1CCCCN1CC(O)COCc1ccccc1 (stereo not given),i,i
O=C(CN1CCCCC1)Nc1nnc(-c2ccccc2)s1,i,i
C[C@@H](C(=O)NCc1ccco1)N1C(=O)N2CCc3c([nH]c4ccccc34)[C@@]2(C)C1=O,i,i

# Next part:
SMILES,CHT inh,KCNQ2 block
COc1cc(C(=O)OCC(=O)NCc2ccco2)cc(OC)c1OC,i,i
CCOc1ccc(S(=O)(=O)n2cnc(C)c2)cc1,i,i
COc1cc(NC2=CC(=O)CC(C)(C)C2)cc(OC)c1OC,i,i
CC(=O)Nc1ccc(S(=O)(=O)N2CCC(NC(=O)c3ccccc3)CC2)cc1,i,i
Cc1ccc(C(=O)NNC(=O)Cc2nc3nc(C)cc(C)n3n2)cc1,i,i
CN(C)CCC1c2ccc(Cl)cc2CCc2cccnc21 (stereo not given) (tested in a mixture with another compound),i,i
c1csc(-c2ccnc3ncnn23)c1,i,i
O=C(NNc1ncnc2c1cnn2-c1ccccc1)c1cccs1,i,i
CCOc1ccc(NC(=O)Nc2cc(-c3ccccc3)sc2C(=O)OC)cc1,i,i
Cc1ccc(C)c(NC2=CC(=O)CC(C)(C)C2)c1C#N,i,i
COc1ccc(CNC(=O)C2CC(c3cccc([N+](=O)[O-])c3)=NO2)cc1 (stereo not given),i,i
CC(C)NS(=O)(=O)c1ccc(CCC(=O)N2CCOCC2)cc1,i,i
CN(C)CCCNC(=O)N1c2ccccc2C=Cc2ccccc21,i,i
CC1(C)Cc2c(sc3nc(-c4ccccc4)oc(=O)c23)CO1,i,i
CCOc1ccccc1NC(=O)CS(=O)(=O)c1cn(CC(=O)N2CCOCC2)c2ccccc12,i,i
CNS(=O)(=O)c1cc(N)ccc1C,i,i
COc1cc(C)ccc1OCCOCCOc1c(C)cc(C)cc1Br,i,i
Cc1ccc(N2CC(C(=O)Nc3cccc(F)c3)CC2=O)cc1 (stereo not given),i,i
CCOC(=O)c1c(C)[nH]c(C)c1C(=O)COC(=O)/C=C/c1cccc(C(F)(F)F)c1,i,i
O=C(CN1CCc2ccccc2C1)NCC(=O)Nc1ccc(F)cc1,i,i
O=C1S/C(=C\C=C\c2ccco2)C(=O)N1c1ccccc1,i,i
Cc1ccc(S(=O)(=O)N2CCN(CC(=O)N/N=C\c3ccccn3)CC2)cc1,i,i
CCNC(=O)c1ccccc1SCC(=O)Nc1ccc(F)cc1,i,i
CCOC(=O)C1CCN(S(=O)(=O)c2ccc(-c3ccc(=O)[nH]n3)o2)CC1,i,i
COC(=O)c1[nH]c2ccc(C)cc2c1NC(=O)CN1CCN(C(=O)c2ccccc2)CC1,i,i
CCOC(=O)c1nnn(-c2nonc2N)c1CS(=O)(=O)c1ccccc1,i,i
CC(C)C[C@@]12C(=O)N(c3cccc(F)c3)C(=O)N1[C@H](c1ccc(Cl)cc1)[C@@H]1C(=O)N(C3CCCCC3)C(=O)[C@@H]12,i,i
CN(C)c1ccc(-c2n(C)c3ccccc3[n+]2C)cc1,i,i
Cc1ccccc1NC(=O)c1ccc2nc(N3CCOCC3)sc2c1,i,i
O=C(O)CSc1c2c(nc3cc(C(=O)Nc4cccc(C(F)(F)F)c4)ccc13)CCC2,i,i
Nc1c(-c2ccccc2)sc2ccc3ccccc3[n+]12,i,i
O=C(COC(=O)c1ccc2c(c1)OCCO2)Nc1cc(Cl)ccc1Cl,i,i
COC1=Cc2c(ccc3ccc(=O)oc23)OC1(C)C,i,i
CSCCC1(C(=O)O)NC(c2ccccc2O)C2C(=O)N(C(C)C)C(=O)C21 (stereo not given),i,i
COc1cccc(Oc2cn[nH]c2-c2ccc(OC)cc2O)c1,i,i
COc1cc(NC(=O)CCc2nnc3ccc(N4CCC(C)CC4)nn23)cc(OC)c1,i,i
COc1ccc(C(=O)NCCS(=O)(=O)NCCc2ccccc2)cc1,i,i
O=C(/C=C/c1cccc([N+](=O)[O-])c1)c1cccs1,i,i
CCOC(=O)C1=C(C)N(c2ccc(OC)cc2)C(=O)/C1=C\c1cccs1,i,i
Cc1c(-c2ccccc2)sc(Br)c1C(=O)N1CCOCC1,i,i
COc1ccc(CN(C)c2ncnc(N)n2)cc1,i,i
COc1ccc(C(=O)c2oc3ccc(OC)cc3c2NC(C)=O)cc1,i,i
Cc1cccnc1NC(=O)c1cccc(S(=O)(=O)N2CCCc3ccccc32)c1,i,i
Cc1cc(=O)[nH]c(SCC2COC3(CCCCC3)O2)n1 (stereo not given),i,i
COC(CN(C)C(=O)c1ccc2c(c1)NC(=O)c1ccccc1S2)OC,i,i
Cc1ccc(CNc2oc(COc3ccccc3Cl)nc2C#N)cc1,i,i
CN(C)CCCn1cnc2c1c(=O)[nH]c(=O)n2Cc1ccccc1,i,i
O=C(Cn1nnc(-c2cccs2)n1)NCc1cccs1,i,i
CCCc1nc2sc3c(c2c(=O)n1NC(=O)c1ccco1)CC(C)(C)OC3,i,i
CC1CCC2(CC1)Nc1ccccc1C(=O)N2c1ccccc1 (stereo not given),i,i
Cn1c2ccccc2c2ncn(CCC3=CCCCC3)c(=O)c21,i,i
Cc1ccnc(NC(=O)CC(c2ccccc2)c2ccccc2)n1,i,i
O=C(CSc1nnc(NC(=O)C2CC2)s1)NCc1ccc(F)cc1,i,i
CCOc1ccc(/C(O)=C2/C(=O)C(=O)N(c3nc(C)c(C)s3)C2c2ccco2)cc1 (stereo not given),i,i
Cc1cc(C)c(NC(=O)CN2CCN3CCCC3C2)c(C)c1 (stereo not given),i,i
COCCSc1ccccc1C(=O)NCc1ccco1,i,i
O=C(COC(=O)COc1ccc(Cl)cc1)NCCNC(=O)COC(=O)COc1ccc(Cl)cc1,i,i
CCOC(=O)C1(Cc2cccc(Cl)c2)CCCN(C(=O)CN2C(=O)CSC2=O)C1 (stereo not given),i,i
CS(=O)(=O)N(CC(=O)N1CCc2ccccc2C1)c1cccc([N+](=O)[O-])c1,i,i
O=C(NCC(c1cccs1)N1CCOCC1)c1cc(=O)[nH]c2ccccc12 (stereo not given),i,i

# The list goes on:
SMILES,CHT inh,KCNQ2 block
NS(=O)(=O)c1ccc(NC(=S)N2CCN(c3ccc(Cl)c(Cl)c3)CC2)cc1,i,i
COc1ccc2c(c1)CCc1c(C(=O)N3CCCCCC3)noc1-2,i,i
CCC(CO)[n+]1c(C)cc(/C=C2\Sc3ccccc3N2Cc2ccccc2)cc1C (stereo not given),i,·
O=C(Cn1c(=O)oc2ccccc21)Nc1ccc(F)c(F)c1,i,i
O=C1CSC(=Nc2cccc(C(=O)O)c2)N1,i,i
COc1cccc(OCC(=O)O/N=C(\N)c2ccncc2)c1,i,i

# Structures above containing a Cl atom:
SMILES,CHT inh,KCNQ2 block
CCC(=O)NC(=S)Nc1ccc(NC(=O)c2ccc([N+](=O)[O-])cc2Cl)cc1,i,i
COc1ccc(OC)c(/C=C/C(=O)OCC(=O)Nc2ccc(Cl)c(S(=O)(=O)N(C)C)c2)c1,i,i
O=[N+]([O-])c1cc(S(=O)(=O)Nc2cccc(Cl)c2)ccc1N/N=C/c1ccc(N2CCOCC2)cc1,i,i
O=C(Nc1cccc(S(=O)(=O)Nc2ccc(Cl)cc2)c1)c1ccc(Cl)nc1,i,i
COc1ccc(Cl)cc1N(C)C(=O)CCNC(=O)Cn1cnc2ccccc2c1=O,i,i
CNC(=O)C12CC3CC(CC(Cl)(C3)C1)C2,i,i
O=C/C(=C\Nc1ccc(Cl)cn1)c1nc2ccccc2o1,i,i
CC1=C(C(=O)O)N2C(=O)C(NC(=O)c3nn(C)c(C)c3Cl)C2SC1 (stereo not given),i,i
CN(C)CCC1c2ccc(Cl)cc2CCc2cccnc21 (stereo not given) (tested in a mixture with another compound),i,i
CC(C)C[C@@]12C(=O)N(c3cccc(F)c3)C(=O)N1[C@H](c1ccc(Cl)cc1)[C@@H]1C(=O)N(C3CCCCC3)C(=O)[C@@H]12,i,i
O=C(COC(=O)c1ccc2c(c1)OCCO2)Nc1cc(Cl)ccc1Cl,i,i
Cc1ccc(CNc2oc(COc3ccccc3Cl)nc2C#N)cc1,i,i
O=C(COC(=O)COc1ccc(Cl)cc1)NCCNC(=O)COC(=O)COc1ccc(Cl)cc1,i,i
CCOC(=O)C1(Cc2cccc(Cl)c2)CCCN(C(=O)CN2C(=O)CSC2=O)C1 (stereo not given),i,i
NS(=O)(=O)c1ccc(NC(=S)N2CCN(c3ccc(Cl)c(Cl)c3)CC2)cc1,i,i

# Source: PubChem (Johns Hopkins Ion Channel Center)
